# Rpn11 inh: Rpn11 (PSMD14) deubiquitinase inhibitors, primary screen, biochemical, fluorescence polarization, uHTS; 26S proteasome non-ATPase regulatory subunit 14 (Homo sapiens), O00487; human 26S proteasome, Ub4-pepOG fluorescence polarization; 20S core pre-blocked with epoxomicin; calls only at 20 µM; 360,000 compounds, 0.59% hits;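 active = inhibition at 20 µM, scaled to each plate's controls, above about 33%, limit read from the data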
# Tb MetRS inh: T. brucei MetRS inhibitors, primary screen, biochemical, luminescence | 360,000 compounds, 0.4% hits | AID 624268, 2012 | inhibition, % at 11.9 µM | purified T. brucei MetRS, ATP depletion, Kinase-Glo luminescence | methionyl-tRNA synthetase (Trypanosoma brucei brucei);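 active = inhibition above a per-plate cutoff of the control wells' mean inhibition plus 3 SD, cut at about 5.5% in these data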;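 also: 0% = DMSO wells median and 100% = median of wells with control inhibitor compound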
#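 Test system – parasite MetRS enzyme · Reagent – substrates ATP, L-methionine and bulk Escherichia coli tRNA · Doses – 11.9 µM compound single dose, 0.9% DMSO · Times – 15 min enzyme-compound preincubation, 2 h reaction, 10 min detection, 25 °C · Signal – Kinase-Glo luminescence, ATP depletion format · Controls – DMSO-only wells as low control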
# NadD block: inhibitors of S. aureus NadD, primary screen, biochemical, colorimetric, uHTS; Nicotinate-nucleotide adenylyltransferase NadD (Staphylococcus aureus N315); purified NadD enzyme, colorimetric absorbance read-out; inhibition, % at 20 µM; 360,000 compounds, 0.78% hits; in the data active = inhibition above about 26%; also: some compounds past the cut are filed as inactive
# PABP1 MLLE inh: inhibitors of PABP1 MLLE–PAM2 peptide binding, primary screen, biochemical, fluorescence polarization, FITC-PAM2, GST-MLLE; Polyadenylate-binding protein 1 (Homo sapiens), P11940; inhibition, % at 20 µM; 360,000 compounds, 0.36% hits; in the data active = inhibition above about 35%, passing the limit was not always enough;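 also: plate controls were DMSO wells with GST-MLLE for no effect and wells lacking GST-MLLE protein for full effect; some results filed as inactive read as strong as hits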
# STEP block: STEP phosphatase inhibitors, primary screen, biochemical, fluorescence intensity, uHTS | Tyrosine-protein phosphatase non-receptor type 5 (Homo sapiens), P54829 | 360,000 compounds, 0.25% hits | recombinant STEP, OMFP fluorogenic substrate | inhibition, % at 20 µM;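 active = inhibition at 20 µM, scaled per plate between control wells, above about 37%, limit read from the data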;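 also: 0% = DMSO with enzyme and substrate and 100% = substrate only without enzyme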
#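 Also added – OMFP at 25 µM · Test system – STEP tyrosine phosphatase · Technique – FITC-channel fluorescence of OMFP product · Schedule – 20 min at room temperature, dark · Evaluation – control-normalized % inhibition with plate pattern correction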
# DNMT1 block: human DNMT1 methyltransferase inhibitors, primary screen, biochemical, molecular beacon, fluorescence, HinP1I cleavage, uHTS. inhibition (reported as % activation of signal), % at 10 µM. 360,000 compounds, 0.83% hits. AID 588458, 2011; in the data active = inhibition above about 50%
# Scp-1 inhibitor: Scp-1 phosphatase inhibitors, primary screen, biochemical, colorimetric, uHTS | Carboxy-terminal domain RNA polymerase II polypeptide A small phosphatase 1 (Homo … | Recombinant Scp1, phosphopeptide, malachite green phosphate absorbance | inhibition, % at 20 µM | 340,000 compounds, 0.88% hits | AID 493091, 2011;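 active = inhibition above about 50% at 20 µM, limit read from the data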;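 also: plate controls were DMSO wells with enzyme for no effect and wells lacking enzyme for full effect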
# Target sequence (Q9GZU7 76-261 limits assumed): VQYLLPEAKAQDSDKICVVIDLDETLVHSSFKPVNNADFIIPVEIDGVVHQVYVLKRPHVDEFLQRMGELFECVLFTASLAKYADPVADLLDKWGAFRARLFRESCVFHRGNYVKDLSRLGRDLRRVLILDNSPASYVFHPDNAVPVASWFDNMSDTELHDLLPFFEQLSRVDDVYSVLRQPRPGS
#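 Material – SCP-1 phosphatase catalytic domain, residues 76-261 · Buffer or medium – Acidic Tris acetate buffer with magnesium and detergent · Also added – Phospho 17-mer peptide substrate · Compound – single 20 µM dose, 1% DMSO · Times – 45 min room-temperature reaction, 5 min colour, 30 min stabiliser · Technique – Phosphate-binding colour reagent, absorbance read at 630 nm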
# SUMO1-SIM PPI: modulators of SUMO1 protein-protein interactions, primary screen, biochemical, uHTS; Small ubiquitin-related modifier 1 (Homo sapiens), P63165; SUMO1 binding to a labelled peptide, TR-FRET, 1 h; inhibition, % at 20 µM; 360,000 compounds, 0.33% hits; AID 602429, 2012; in the data active = inhibition above about 37%
# Target sequence (P63165 whole entry, looked up): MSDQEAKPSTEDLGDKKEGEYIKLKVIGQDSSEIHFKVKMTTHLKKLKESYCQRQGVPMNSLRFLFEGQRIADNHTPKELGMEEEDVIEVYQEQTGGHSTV
# CSN deneddyl inh: inhibitors of CSN-mediated cullin deneddylation, primary screen, biochemical, fluorescence polarization, uHTS; Purified CSN, SCF-Nedd8-OG deneddylation; inhibition, % at 12.5 µM; 360,000 compounds, 0.38% hits; AID 651999, 2013;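 active = pattern-corrected inhibition above about 35%, with an unprinted fluorescence ratio check between 0.5 and 1.5, limit read from the data, passing the limit was not always enough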;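 also: 0% = enzyme with substrate and 100% = substrate without enzyme; some results filed as inactive read as strong as hits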
# Target sequence (Q92905 whole entry, looked up, one chain of several): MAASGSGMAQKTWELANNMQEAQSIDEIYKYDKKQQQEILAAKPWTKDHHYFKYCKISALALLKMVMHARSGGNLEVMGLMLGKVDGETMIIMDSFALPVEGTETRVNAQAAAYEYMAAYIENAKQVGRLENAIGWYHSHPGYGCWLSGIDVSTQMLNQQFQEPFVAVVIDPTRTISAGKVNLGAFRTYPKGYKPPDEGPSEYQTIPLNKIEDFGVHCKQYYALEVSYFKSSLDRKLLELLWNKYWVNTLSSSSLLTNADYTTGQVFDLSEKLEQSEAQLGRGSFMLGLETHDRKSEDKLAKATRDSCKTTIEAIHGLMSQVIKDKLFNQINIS
#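 assay system = purified human Csn5 enzyme expressed in HEK293T cells | amount = 0.24 nM enzyme | buffer or medium = Tris/NaCl/DTT buffer, pH 7.5 | reagent = 10 nM SCFSkp2-Nedd8OG | compound = one concentration, 12.5 µM, 0.25% DMSO | times = 90 min reaction at room temperature | signal = FP | read-out basis = % inhibition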
# LMPTP inh: LMPTP phosphatase inhibitors, primary screen, biochemical, fluorescence intensity, uHTS | recombinant LMPTP-A, OMFP fluorogenic substrate | inhibition, % at 20 µM | 360,000 compounds, 0.22% hits | AID 651560, 2012;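 active = compounds that cut the enzyme signal by at least half of the control window in the single-dose screen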;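 also: plate controls were DMSO wells with enzyme plus substrate for no effect and substrate without enzyme for full effect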
# Target sequence (P24666 whole entry, looked up): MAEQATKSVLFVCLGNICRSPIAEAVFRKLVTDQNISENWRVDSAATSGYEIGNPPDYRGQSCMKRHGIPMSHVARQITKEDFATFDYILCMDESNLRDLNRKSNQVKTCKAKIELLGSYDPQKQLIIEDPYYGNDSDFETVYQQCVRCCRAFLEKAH
#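 material = LMPTP-A | quantity = 0.625 nM enzyme | reagent = OMFP substrate, 400 µM final | buffer or medium = Bis-Tris pH 6.0, DTT, detergent | detection = endpoint fluorescence intensity from OMFP dephosphorylation | dosing = single 20 µM dose | read-out basis = % inhibition relative to no-enzyme and uninhibited control wells | control set = no-enzyme and uninhibited controls | timing = 50 min at room temperature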
# * hit, by the source's call; i = inactive; x = not tested or not shown.
entry	canonical_smiles	LMPTP inh	CSN deneddyl inh	Tb MetRS inh	SUMO1-SIM PPI	NadD block	STEP block	Rpn11 inh	DNMT1 block	PABP1 MLLE inh	Scp-1 inhibitor
1	Cc1cc(OC(C)C(=O)NC2CCN(Cc3ccccc3)CC2)c2c(C)cc(=O)oc2c1 (stereo not drawn)	-0.7	-2	0.5	6	-6	-3	i	3	-2	-6
2	O=C1NC[C@@H](CCCCN2CCN(CC3CCCCC3)C(=O)C2=O)N(CCC2CCCCC2)C1=O	-1.2	0	-0.4	8	14	x	x	x	x	x
3	COc1ccc(NS(=O)(=O)c2ccc(C)c(C(=O)N(C)Cc3ccc(OC)cc3OC)c2)cc1	-0.4	157*	-0.4	-1	-4	-1	i	-1	4	-11
4	Cc1ccc(SCC(=O)OCn2nnc3ccccc3c2=O)cc1C	1.1	-4	-0.5	-4	-7	1	i	-2	10	-9
5	S=C(Nc1cccc(Cl)c1)N1CCOCC1	-1.1	-2	-0.9	1	9	2	i	2	-45	-6
6	CN(CCc1ccccc1)C1CCCN(S(=O)(=O)CC(F)(F)F)C1 (stereo not drawn)	0.0	-3	-0.6	0	-2	-2	i	1	-25	-3
7	CC(C)CN1C(=O)c2ccc(NC(=O)c3ccccc3F)cc2C1=O	0.5	2	-1.2	-4	-9	2	i	-7	-7	-8
8	S=c1[nH]nc(Cc2noc3ccccc23)n1-c1ccccc1	-0.3	6	-0.1	1	-6	-1	i	0	0	-3
9	N#CCc1nc2ccccc2c(=O)[nH]1	1.9	-1	-0.6	-1	0	3	i	0	7	16
10	c1ccc(OCCCc2nc(-c3ccncc3)no2)cc1	-0.4	1	0.1	1	-5	2	i	3	-1	-3
11	COc1ccc(S(=O)(=O)NC(N)=NCCc2ccccc2OC)cc1	-0.1	-3	-0.3	2	-1	-1	i	-3	-3	-1
12	NC(=O)c1cc([N+](=O)[O-])ccc1NCc1cccc2ccccc12	1.7	-1	-0.2	-16	-4	0	i	-8	4	-8
13	C1=C(CCNCC2CC2)CCCC1	-0.5	-8	0.3	0	-2	-3	i	5	-10	-3
14	CCOC(=O)/C(C#N)=N\Nc1cc(Cl)ccc1OC	-0.1	24	-0.2	-7	-9	-1	i	-1	-51	-11
15	Cc1ccc(S(=O)(=O)NC(=O)N2CCCC2)cc1	-0.9	2	-0.2	-1	2	0	i	5	15	-5
16	CCn1c(-c2cc(Br)ccc2O)n[nH]c1=S	-1.1	-1	-0.3	4	14	1	i	0	-6	11
17	O=C(CSc1ncn[nH]1)Nc1cccc2ccccc12	-1.1	4	-0.2	-6	-2	-2	i	1	-7	-2
18	C=CCn1c(SCC(=O)Nc2ccccc2OC)nnc1-c1ccccn1	-1.5	2	-1.1	-1	-4	-3	i	-2	-6	6
19	CCc1ccc2c(c1)c(N=NC1=NC(=O)CS1)c(O)n2C	-0.3	-1	0.0	0	5	0	i	3	-1	-3
20	NC(=O)c1cccn(Cc2ccc(C(F)(F)F)cc2)c1=O	5.3	-12	-1.2	3	0	-1	i	11	-4	7
21	CCC(C)(C)NC(=O)C(c1cccc(OC)c1OC)N(CCOC)C(=O)CCC(=O)Nc1cc(C)on1 (stereo not drawn)	-1.1	0	-0.6	-3	-5	-1	i	1	-6	-5
22	O=C(C1CC(=O)N(c2ccc(Cl)cc2)C1)N1CCN(Cc2ccc3c(c2)OCO3)CC1 (stereo not drawn)	-0.6	6	0.1	18	-8	1	i	-2	-5	-5
23	O=C(NCCc1cccs1)c1ccc(Cl)cc1	-0.4	1	0.1	0	-6	-2	i	0	11	-7
24	CCOC(=O)c1sc(N2C(=O)C(O)=C(C(=O)c3ccco3)C2c2ccco2)nc1C (stereo not drawn)	6.0	2	0.1	-8	13	18	i	23	-5	25
25	COc1ccc(-c2c(-c3ccccc3OC)sc3ccccc23)cc1C=O	1.4	2	-0.3	6	1	-2	i	-2	-18	50*
26	O=C(CCN1C(=O)c2ccccc2C1=O)Nc1ccc2c(c1)OCCO2	-0.4	0	-0.7	-9	-3	-4	i	2	-3	3
27	Cc1ccc2c(c1)N(S(=O)(=O)c1ccc(F)cc1)C(C(C)(C)C)CO2 (stereo not drawn)	4.1	0	0.2	2	-5	2	i	1	-2	-15
28	CC1CCCC(NC(=O)COC(=O)c2cc(S(=O)(=O)N3CCOCC3)ccc2F)C1C (stereo not drawn)	-0.2	3	-0.7	-3	-3	-1	i	4	0	1
29	COc1cc2c(cc1OC)CN(CC(=O)Nc1ccc(F)cc1F)CC2	-0.8	4	-0.3	-2	-1	-3	i	-6	3	-12
30	COc1cc(OC)cc(C(=O)NCC(=O)N2CCN(c3ccc(O)cc3)CC2)c1	4.1	6	-0.2	7	4	-2	i	8	-14	2

# Taken from above:
# For Scp-1 inhibitor, CCn1c(-c2cc(Br)ccc2O)n[nH]c1=S has 11
# For DNMT1 block, COc1cc(OC)cc(C(=O)NCC(=O)N2CCN(c3ccc(O)cc3)CC2)c1 has 8
# For SUMO1-SIM PPI, CCC(C)(C)NC(=O)C(c1cccc(OC)c1OC)N(CCOC)C(=O)CCC(=O)Nc1cc(C)on1 (stereo not drawn) has -3
# For Tb MetRS inh, O=C(NCCc1cccs1)c1ccc(Cl)cc1 has 0.1

# Some of these compounds in order of the SUMO1-SIM PPI value, rising.
no. | molecule | SUMO1-SIM PPI
26 | O=C(CCN1C(=O)c2ccccc2C1=O)Nc1ccc2c(c1)OCCO2 | -9
7 | CC(C)CN1C(=O)c2ccc(NC(=O)c3ccccc3F)cc2C1=O | -4
23 | O=C(NCCc1cccs1)c1ccc(Cl)cc1 | 0

# 2 neighbouring records out of the list so far, quoted:
entry	canonical_smiles	LMPTP inh	CSN deneddyl inh	Tb MetRS inh	SUMO1-SIM PPI	NadD block	STEP block	Rpn11 inh	DNMT1 block	PABP1 MLLE inh	Scp-1 inhibitor
10	c1ccc(OCCCc2nc(-c3ccncc3)no2)cc1	-0.4	1	0.1	1	-5	2	i	3	-1	-3
11	COc1ccc(S(=O)(=O)NC(N)=NCCc2ccccc2OC)cc1	-0.1	-3	-0.3	2	-1	-1	i	-3	-3	-1

# The results go on.
entry	canonical_smiles	LMPTP inh	CSN deneddyl inh	Tb MetRS inh	SUMO1-SIM PPI	NadD block	STEP block	Rpn11 inh	DNMT1 block	PABP1 MLLE inh	Scp-1 inhibitor
31	CCCn1c(=O)c(C(=O)OCC)c(O)c2cc(Br)ccc21	-2.4	6	0.3	-3	2	3	i	0	2	-10
32	CN(C)C(=O)c1ccc(NC(=O)COC(=O)C2=COCCO2)cc1	-0.7	3	-0.2	3	0	-2	i	1	-4	39
33	O=C(O)COc1ccc(Br)cc1/C=C1/SC(=O)N(CC(=O)N2CCCC2)C1=O	0.9	-4	-1.4	-19	0	0	i	3	23	-2
34	COc1ccccc1C(=O)NC(=S)Nc1ccccc1N1CCCCC1	4.1	-3	0.0	7	1	4	i	-2	15	-9
35	COc1ccc(NC(=O)COC(=O)Cn2nnc3ccccc32)cc1	-0.4	0	0.0	-5	4	0	i	5	-7	5
36	COc1cccc(C(=O)NCC2(c3ccccc3)CCCC2)c1	0.5	-5	0.0	2	5	0	i	2	-1	-1
37	CCOc1ccc(C(C)=O)cc1COC(=O)c1cnc(Cl)c(Cl)c1	0.5	1	-0.4	-6	-1	1	i	4	-9	-7
38	CN(C)C(CNC(=O)C1CC(=O)N(c2cccc(C(F)(F)F)c2)C1)c1ccccc1 (stereo not drawn)	-2.9	-1	0.3	-1	-3	-1	i	91*	11	x
39	COc1ccc(NS(=O)(=O)c2cccc3nonc23)c(OC)c1	0.6	-1	0.8	-23	2	-3	i	-6	11	-10
40	CC(NC(=O)OCc1ccccc1)C(=O)N1CC(O)CC1C(=O)O (stereo not drawn)	1.9	-4	-1.4	-2	4	0	i	4	-7	7
41	c1ccc(-n2nnc3cnccc32)cc1	-2.2	-1	0.1	-1	2	-3	i	4	5	-5
42	COc1ccccc1N(CC(=O)NC(C)(C)C)C(=O)C1CSC(=O)C1 (stereo not drawn)	-1.5	-4	-1.2	-1	-3	-1	i	-2	4	-4
43	Cc1cc(C)c(OCC(=O)Nc2ccc(S(=O)(=O)N3CCCC3)cc2)c(C)c1	3.6	3	0.1	1	3	-1	i	0	-42	-12
44	COCCn1c(=S)[nH]c2sc3c(c2c1=O)CCCC3	-0.8	-2	0.0	7	2	0	i	1	0	-10
45	N/C(=N\OC(=O)CCCOc1ccccc1)c1ccc([N+](=O)[O-])cc1	-0.2	-12	0.0	-22	-1	3	i	-2	9	-7
46	Cc1cc(OCc2cc(C(=O)N3CCN(C)C(=O)[C@@H]3C)no2)cc(C)c1Cl	1.6	2	-0.2	-1	0	-4	i	1	-5	-3
47	CC(C)Oc1ccc(CNC(=O)CC(c2ccccc2)c2cc(Cl)ccc2O)cc1 (stereo not drawn)	3.8	2	-0.9	9	2	0	i	-11	-1	-13

# Hits appear at their usual frequency. Share with any hit: about 3.6%.
